Assay outcomes (PubChem)
M1 PAM – positive allosteric modulators of human M1 muscarinic receptor; CHO-K1 hM1, Fluo-8 calcium fluorescence, ACh EC20; 0% = ACh EC20, 100% = maximal ACh; activation, % at 3 µM; 0.088% of 360,000 active; AID 588819; in the data active means activation above about 19%, passing the limit was not always enough
V1aR counter – activates human V1a receptor in oxytocin agonist counter-screen | P37288 | CHO-V1R cells, Fluo-8 calcium fluorescence, agonist mode; 0% DMSO, 100% 3 nM vasopressin | activation, % at 3 µM | 0.25% of 320,000 active;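 active means activation above the mean activation of all tested compounds plus 3 SD, per screening run, cut at about 20% in these data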;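 further: signal is peak over basal fluorescence ratio across a 100 second FLIPR read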
Target sequence (P37288 whole entry, looked up): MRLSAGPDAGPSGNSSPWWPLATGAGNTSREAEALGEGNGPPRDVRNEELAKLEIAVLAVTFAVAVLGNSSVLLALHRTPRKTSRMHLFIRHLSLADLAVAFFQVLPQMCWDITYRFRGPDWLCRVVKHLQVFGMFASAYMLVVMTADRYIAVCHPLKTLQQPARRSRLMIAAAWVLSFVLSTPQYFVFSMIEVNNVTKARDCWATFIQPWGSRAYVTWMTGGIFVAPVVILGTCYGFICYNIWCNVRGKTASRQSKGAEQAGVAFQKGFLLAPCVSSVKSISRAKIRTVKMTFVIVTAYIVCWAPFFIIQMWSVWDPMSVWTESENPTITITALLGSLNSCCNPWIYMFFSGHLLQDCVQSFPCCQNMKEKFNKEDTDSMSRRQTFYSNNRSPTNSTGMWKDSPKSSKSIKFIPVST
TAAR1 antagonist – human TAAR1 antagonism; inhibition, % at 3 µM; 1.5% of 360,000 active; AID 624466; CHO RD-HGA16 TAAR1, Fluo-8 calcium fluorescence, antagonist;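 active means inhibition above a per-plate cutoff, the mean inhibition of test compounds on that plate plus 3 SD, cut at about 49% in these data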;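 further: 0% = DMSO plus EC80 beta-PEA response and 100% = DMSO alone without agonist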
Target sequence (Q96RJ0 whole entry, looked up): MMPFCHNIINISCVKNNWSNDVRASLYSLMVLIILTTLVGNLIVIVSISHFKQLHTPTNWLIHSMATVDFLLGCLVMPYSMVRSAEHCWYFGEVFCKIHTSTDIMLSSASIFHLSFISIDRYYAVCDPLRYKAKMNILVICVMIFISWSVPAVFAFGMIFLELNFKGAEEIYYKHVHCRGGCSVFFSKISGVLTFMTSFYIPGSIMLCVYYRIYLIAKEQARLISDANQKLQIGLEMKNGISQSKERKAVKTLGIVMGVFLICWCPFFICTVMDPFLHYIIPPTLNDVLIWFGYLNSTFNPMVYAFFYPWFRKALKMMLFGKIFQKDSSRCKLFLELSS
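System: CHO RD-HGA16 cells bearing hTAAR1. Reagent: EC80 β-phenethylamine stimulus. Schedule: seeding 17-24 h prior, 75-min 37 °C, 30-min RT dye loading. Signal: Fluo-8 intracellular calcium dye fluorescence, real-time kinetic reads. Read-out: % inhibition from peak post-agonist over basal fluorescence ratio. Benchmarks: vehicle wells and EC80 agonist wells. Replicates: n of 1.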
OXTR ag – activates the human oxytocin receptor; P30559; activation, % at 3 µM; CHO-OTR cells, Fluo-8 calcium fluorescence; normalized: DMSO 0%, oxytocin 100%; AID 2435; 0.32% of 320,000 active;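 active means activation above the mean of all tested compounds plus 3 SD, cutoff set per screening run, cut at about 20% in these data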;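 further: peak over basal fluorescence ratio from a 100 s FLIPR kinetic read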
CHO parental Ca – counter-screen for OX1R antagonists: effect in parental CHO cells; AID 463079; inhibition, % at 5.6 µM; 0.63% of 330,000 active; parental CHO-K1, ATP-induced calcium, Fluo-8 fluorescence;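 active means inhibition above that plate's mean sample inhibition plus 3 SD, cut at about 26% in these data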;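 further: 0% = ATP-challenged DMSO wells and 100% = DMSO wells without ATP; some compounds past the cut are filed as inactive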
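Assay system: untransfected parental CHO cell line. Also added: ATP agonist challenge. Dosing: one dose, 5.6 µM nominal. Measured by: Fluo-8 fluorescence. Read-out: % inhibition. Benchmarks: ATP wells versus no-ATP DMSO wells. Repeats: no replicates.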
OXTR potentiator – human OXTR potentiation; P30559; CHO-OTR cells, Fluo-8 calcium fluorescence, potentiator mode; 0% = oxytocin EC15, 100% = EC100; activation, % at 3 µM; 0.061% of 320,000 active;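 active means activation above that plate's cutoff, the mean activation of tested compounds plus 3 SD, cut at about 6.6% in these data, passing the limit was not always enough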;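 further: 100% uses oxytocin at 75 nM as the full agonist control; some results filed as inactive read as strong as hits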
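Material: human OTR in CHO cells. Compound: 3.0 µM, one dose. Timing: compound 6 min at room temperature before oxytocin, 100 s read. Evaluation: % activation of max/min ratio relative to oxytocin controls. Replication: single well per compound, singlicate. Signal: Fluo-8 calcium dye fluorescence.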
TAAR1 agonist – human TAAR1 agonism; Q96RJ0; CHO RD-HGA16 TAAR1, Fluo-8 calcium fluorescence; vehicle wells 0%, saturating PEA agonist 100%; activation, % at 3 µM; 0.99% of 360,000 active; AID 624467;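 active means activation above the mean activation of all test compounds in the run plus 3 SD, cut at about 38% in these data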
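Repeats: no replicates (n 1) | Material: CHO-derived RD-HGA16 cells with stable Gα16 and human TAAR1 | Technique: Kinetic Fluo-8 calcium fluorescence | Schedule: 17-24 h seeding, 75 min 37 °C dye, 30 min RT | Evaluation: % activation from peak over basal fluorescence ratio, DMSO-to-PEA scaled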
M1 antag – blocks human M1 muscarinic receptor. inhibition, % at 3 µM. CHO-K1 hM1, Fluo-8 calcium fluorescence, ACh EC80 antagonist. P11229. 1.3% of 360,000 active;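 active means percent inhibition above its own plate's cutoff, namely the mean of that plate's compound wells plus 3 SD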;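 further: peak over basal fluorescence ratio during 140 s after agonist addition; 0% = ACh EC80 plus DMSO and 100% = DMSO alone without agonist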
CHRM1 agonist – activates human CHRM1 receptor; CHO-K1 hM1, Fluo-8 calcium fluorescence, agonist mode; 0% DMSO, 100% acetylcholine EC100; activation, % at 3 µM; 0.33% of 360,000 active; AID 588814;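 active means activation above the run's mean compound activation plus 3 SD, cut at about 16% in these data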;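 further: peak over basal fluorescence ratio within a 140 s kinetic read after compound addition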
The depositor's hits bear a star; x = no result given.

SMILES	M1 PAM	V1aR counter	TAAR1 antagonist	OXTR ag	CHO parental Ca	OXTR potentiator	TAAR1 agonist	M1 antag	CHRM1 agonist
Cc1ccccc1-c1csc(C(C)(O)c2ccc(F)c(F)c2)n1 (configuration not stated)	-5	x	19	x	x	x	-2	4	-7
CSCCC(=O)N1CCC(n2nccc2NC(=O)CCCc2ccccc2)CC1	8	1.9	-24	-0.3	-25	-2	2	-13	-3
COc1ccc(/C=C/c2c(-c3ccc(OC)cc3)oc3ccc(-c4ccc(OC)cc4)cc23)cc1	2	0.5	0	0.4	0	3	1	2	-4
Cc1ccccc1OCC(=O)Nc1ccccc1-c1ccccc1NC(=O)COc1ccccc1C	2	1.4	-7	-1.2	-48	-8	2	-3	-6
COc1ccccc1CC1(C)C(=O)Nc2ccc(OC(F)(F)F)cc21 (configuration not stated)	7	x	-12	x	x	x	-2	-13	-4
FC(F)(F)c1cnc(NNC(=S)Nc2cccnc2)c(Cl)c1	-3	3.0	21	1.9	-2	-15	7	12	0
CCCCn1c(N)c(N(CC(C)C)C(=O)CCS(=O)(=O)c2ccc(C)cc2)c(=O)[nH]c1=O	3	-0.1	15	-1.2	-12	-3	2	-7	-2
CN(Cc1ccncn1)C(=O)CC1C(=O)NCCN1Cc1cccc(Oc2ccccc2)c1 (configuration not stated)	2	12	-3	0.1	-18	-2	8	4	-11
CC1CCN(C(=O)CSc2nnc(-c3ccc(S(=O)(=O)N4CCOCC4)cc3)n2C)CC1	-2	0.2	-5	-1.2	-3	1	-1	-9	-5
O=C(NCC1CCCO1)c1cc(-c2ccco2)nc2ccccc12 (configuration not stated)	-1	1.7	0	0.0	-8	-12	11	-14	-1
CN(CC(=O)Nc1ccc2c(c1)CCC2)CC(=O)Nc1ccccc1Br	3	-0.4	-4	-1.5	-15	-1	6	-4	-4
COc1cccc(C(=O)NC(=O)Nc2nc(C)cc(C(F)(F)F)n2)c1	-1	0.8	-16	-0.5	-13	-8	1	4	-1
Nc1[nH]n(-c2ccccc2)c(=O)c1N=Nc1ccccc1[N+](=O)[O-]	5	-1.1	14	1.0	-5	-12	2	-1	-1
CN1CCCC(OC(=O)COc2ccccc2)C1 (configuration not stated)	6	1.8	3	0.1	1	11	13	2	-6
CCn1c(C)nc2cc(C(=O)N=Nc3c(O)[nH]c4c(C)cc(C)cc34)ccc21	x	-1.0	-14	-0.2	-5	5	1	x	x
O=C(NCCCCCCOC1=NS(=O)(=O)c2ccccc21)C(=O)Nc1ccccc1	-5	11	-19	7.9	9	-19	4	8	-4
C[N+]1(C)CCCC(OC(=O)C(O)(c2ccccc2)c2ccccc2)C1 (configuration not stated)	-26	1.1	-16	1.2	-2	-5	4	99*	-9
CCN1C(=O)/C(=C/N(C)C)c2ccccc21	6	0.5	-19	0.1	0	-5	6	-2	-3
CCCC(O)(CCN(C)C)c1ccc(OC)cc1 (configuration not stated)	-1	0.7	10	0.5	-10	-7	-1	1	-6
Cn1nccc1C(=O)N1CCCC(Nc2ccc(F)cc2)C1 (configuration not stated)	12	-0.2	-2	1.9	-11	-3	3	-7	0
CCNc1ccc(S(=O)(=O)N(C)C)cc1NCC(=O)Nc1ccccc1F	0	2.3	6	0.8	-5	-6	0	-6	-4
Clc1ccccc1-c1nnc2sc(-c3cccs3)nn12	-4	0.3	10	-0.5	-16	-9	10	4	-8
Cc1ccc(N(CC(=O)NCC2CCCO2)S(=O)(=O)c2ccccc2)c(C)c1 (configuration not stated)	24	0.1	-12	-0.1	-23	-13	6	-20	-1
COc1ccc(NC(=S)NCC(O)c2ccccc2)c(OC)c1 (configuration not stated)	3	0.4	-17	-1.1	-6	-7	4	-1	-9
CCOC(=O)COc1cc(N2C(=O)CSCC2=O)c(Cl)cc1Cl	-3	1.0	-9	1.2	-10	-6	-1	10	-6
CC1=NC(C)(C)CC2CCC(O)C12 (configuration not stated)	2	x	-14	x	x	x	3	-13	1
COC(=O)c1ccc(/C=N/NC(=O)c2ccccc2Cl)cc1	3	0.4	14	0.1	-13	-5	1	5	-2
Cc1cc[n+](CCC(=O)O)c2ccccc12	-2	0.7	7	0.8	-8	-11	0	6	-3
CC(C)c1ccc(S(=O)(=O)N2CCN(C(=O)C3CCN(C(=O)c4ccc(F)cc4)CC3)CC2)cc1	17	5.2	11	2.0	-23	-6	3	-14	4
O=C(CSc1ccccc1)NC1CCCCCCC1	5	-1.0	-26	-2.6	2	-3	0	0	-7
CCC(OC(=O)c1cccs1)C(=O)NCc1ccc(C)cc1 (configuration not stated)	8	-1.4	6	-1.6	-25	-15	5	-13	-14
O=C(COC(=O)C1CCN(S(=O)(=O)c2ccc3c(c2)OCCO3)CC1)Nc1cc(C(F)(F)F)ccc1Cl	5	0.4	6	-0.4	-3	-1	4	1	-11
CC/C(=N\NC(=S)Nc1ccc(OC)cc1)c1ccc(OC(F)F)cc1	8	0.5	-2	0.0	-8	-6	-2	-5	-3
COc1ccc(CCNC(=O)CN2C(=O)CCSc3ccccc32)c(OC)c1	8	-1.5	3	-0.4	-13	1	3	-8	-1
O=C(CSc1nc2ccccc2s1)N1N=C(c2cccs2)CC1c1ccc(F)cc1 (configuration not stated)	-4	1.2	4	0.7	-25	-1	1	2	-8
O=C(CSc1nnc(N2CCOCC2)n1-c1cccc(F)c1)N1CCN(c2ccccn2)CC1	5	-0.3	-1	0.8	-7	0	4	-12	-5
COc1ccc(NC(=O)COc2ccc(/C=C/c3cc[n+](C)cc3)cc2OC)cc1	6	0.3	3	0.9	7	-18	3	-6	-11
CC(=O)OC[C@]12CC[C@H]3[C@@](C)(CC[C@H]4C(C)(C)CCC[C@]34C)[C@@H]1C[C@@H](C1=CC(=O)O[C@@H]1OC(C)=O)O2	x	0.5	x	-0.1	2	-5	x	x	x
CCCCCCCCCCOC(=O)Cn1c(COc2cccc(OC)c2)[n+](C)c2ccccc21	-34	15	x	21*	43*	-4	x	58*	-11
O=c1cc(Cn2ccnc2)c2cc(O)ccc2o1	-4	x	-14	x	x	x	0	4	-4
O=S(=O)(Nc1ccc2cn[nH]c2c1)c1ccc(Cl)cc1	-4	6.7	x	7.1	-8	-10	x	8	2
Cc1cc(Br)cc(/C=N/NC(=O)c2ccc3c(c2)OCO3)c1O	-8	0.4	22	-0.7	-11	-13	3	-3	-8
O=C(CN1C(=O)NC2(CCOc3ccccc32)C1=O)c1ccc[nH]1 (configuration not stated)	1	0.3	2	0.3	-18	5	3	4	-4
O=C(OCCOc1ccc(Cl)cc1)c1cc(S(=O)(=O)N2CCCCC2)ccc1N1CCOCC1	-4	x	32	x	x	x	0	20	-5
Cc1ccc([C@H]2N[C@]3(CCCN(Cc4ccc(C(F)(F)F)cc4)C3=O)[C@H]3C(=O)N(C)C(=O)[C@@H]23)cc1	1	x	-8	x	x	x	-2	-5	-5
Cc1ccc2sc(NNC(=O)c3cc(-c4cccs4)nc4ccccc34)nc2c1C	x	6.2	11	-0.8	-13	-9	7	x	x
CSc1cccc(CN2CCN(CCC(C)C)C(CCO)C2)c1 (configuration not stated)	-8	2.0	-8	1.6	-19	5	1	6	-7
COc1ccc(CCC(=O)N(C)CC(=O)Nc2ccc(Cl)c(C(F)(F)F)c2)cc1	-5	8.3	0	4.7	1	-13	6	8	-2
Cc1cc(C)c2nc(N3CCCC3)c(C#N)cc2c1	9	-1.4	-42	-1.9	-15	-7	2	3	1
O=C(Nc1c(Cl)ccc2nsnc12)c1cccnc1	4	0.3	-10	0.0	-6	4	2	-4	-7
COc1ccc(/C=N/Nc2nc(Nc3ccccc3)nc(N3CCCCC3)n2)c(OC)c1	2	-0.5	-5	-0.1	-28	-9	-2	-9	-7
CC(=O)Nc1cccc(NC(=S)Nc2ccc(F)cc2F)c1	7	2.1	14	1.9	-9	-6	-1	-6	-10
COc1ccc(-c2cc(C(=O)N3CCCCC3)no2)cc1OC	-3	-0.3	-10	-0.7	-1	0	9	0	-4
CCCCN(C(=O)CNC(=O)c1cccs1)C(C(=O)NC1CCCC1)c1ccncc1 (configuration not stated)	-1	0.7	9	0.7	-22	5	11	-7	-7
Cc1ccc(Cn2ccc(O)c(Cc3ccccc3)c2=O)cc1	3	0.8	3	0.7	-21	-13	1	-1	-9
Cc1cccc(CCNC(=O)c2cccc(N3CCCC3=O)c2)c1	9	1.4	-5	0.5	-10	-11	0	-10	-2
CCC(C)NCCOc1ccc(C(C)(C)c2ccccc2)cc1 (configuration not stated)	-17	16	-7	8.7	3	-19	54*	26	-6
COC(=O)C(Cc1ccccc1)NC(=O)c1ccc(NS(=O)(=O)c2ccc3[nH]c(=O)[nH]c3c2)cc1 (configuration not stated)	4	0.1	3	1.0	-7	-1	6	4	0
O=C(NNc1c2ccccc2nc2ccccc12)C12CC3CC(CC(C3)C1)C2	7	-0.1	-16	-0.2	-10	-13	1	-10	-2
COc1ccc(CC(=O)N[C@@H]2c3ccccc3CC[C@@H]2OCc2ccccc2)cc1	8	x	27	x	-22	x	5	-10	-5

An excerpt of these results, with each value named:
SMILES: COc1ccc(/C=N/Nc2nc(Nc3ccccc3)nc(N3CCCCC3)n2)c(OC)c1
  M1 PAM: 2
  V1aR counter: -0.5
  TAAR1 antagonist: -5
  OXTR ag: -0.1
  CHO parental Ca: -28
  OXTR potentiator: -9
  TAAR1 agonist: -2
  M1 antag: -9
  CHRM1 agonist: -7

SMILES: CC(=O)Nc1cccc(NC(=S)Nc2ccc(F)cc2F)c1
  M1 PAM: 7
  V1aR counter: 2.1
  TAAR1 antagonist: 14
  OXTR ag: 1.9
  CHO parental Ca: -9
  OXTR potentiator: -6
  TAAR1 agonist: -1
  M1 antag: -6
  CHRM1 agonist: -10

SMILES: COc1ccc(-c2cc(C(=O)N3CCCCC3)no2)cc1OC
  M1 PAM: -3
  V1aR counter: -0.3
  TAAR1 antagonist: -10
  OXTR ag: -0.7
  CHO parental Ca: -1
  OXTR potentiator: 0
  TAAR1 agonist: 9
  M1 antag: 0
  CHRM1 agonist: -4

Other results.
SMILES	M1 PAM	V1aR counter	TAAR1 antagonist	OXTR ag	CHO parental Ca	OXTR potentiator	TAAR1 agonist	M1 antag	CHRM1 agonist
CC(=O)Nc1ccc(S(=O)(=O)Nc2nc(CN3CCOCC3)nc3sc4c(c23)CCCC4)cc1	5	2.0	5	1.4	-23	-1	10	-3	-1
COc1ccccc1/C=N/N(C(C)=O)c1nc(-c2ccc(F)cc2)cs1	-1	-0.1	-11	-0.6	-21	-11	4	4	-2
C=CCC[C@@H](Cc1ccc(F)cc1)C(=O)OC[C@H](C)NC(=O)[C@@H](CC=C)CC(=O)N[C@@H](CO)Cc1ccccc1	15	-0.1	14	0.5	-17	-8	11	-6	0
COC(=O)Cc1c(C)c2ccc(OCC(=O)N3CCCC3)c(C)c2oc1=O	7	3.5	-1	3.0	-7	1	1	-3	0
